MPTP inh: inhibitors of mitochondrial permeability transition pore; 360,000 tested, 1.4% active; isolated mouse mitochondria, Ca2+ swelling absorbance, 30 min; inhibition, % at 10 µM; AID 602449;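 active = inhibition of 50% or more, scaled per plate between neutral and stimulator controls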;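 note: 0% = DMSO wells given calcium and 100% = 1 mM EGTA wells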
A3A deaminase: blocks human APOBEC3A ssDNA deamination; P31941; inhibition, % at 20 µM; 330,000 tested, 0.41% active; recombinant A3A, FAM/TAMRA ssDNA deamination fluorescence; AID 493011;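 active = at least 40% inhibition at 20 µM here, with at most 30% in a related deaminase screen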;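 note: plate controls were A3A with DMSO for no effect and wells lacking A3A enzyme for full effect; some results filed as inactive read as strong as hits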
Target sequence (P31941 whole entry, looked up): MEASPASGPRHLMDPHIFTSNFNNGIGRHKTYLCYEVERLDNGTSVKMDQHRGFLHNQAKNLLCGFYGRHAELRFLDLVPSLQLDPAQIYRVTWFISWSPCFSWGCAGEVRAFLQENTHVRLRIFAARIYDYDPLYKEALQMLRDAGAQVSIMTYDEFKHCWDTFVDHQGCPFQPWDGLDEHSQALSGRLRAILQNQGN
CXCR6 block: inhibitors of human CXCR6 receptor; inhibition, % at 20 µM; 360,000 tested, 0.36% active; CHO-K1 PathHunter CXCR6 beta-arrestin, luminescence; O00574; in the data active = inhibition above about 34%, passing the limit was not always enough;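 note: antagonist mode with CXCL16 agonist at 10 nM final; 0% = 10 nM CXCL16 with DMSO and 100% = unstimulated wells without agonist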
GRIN3A LBD mod: modulates the human NR3A ligand-binding domain; NR3A LBD differential scanning fluorimetry, Tm shift; 0% = protein alone, 100% = glycine-bound protein; Tm shift relative to glycine control, % at 25 µM; 340,000 tested, 2.5% active;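 active = melting temperature shift of at least 10% of the positive control shift, at one fixed dose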
Gli-Sufu antag: antagonists of Gli-Sufu signaling. 340,000 tested, 0.74% active. Sufu-KO-LIGHT fibroblasts, Gli luciferase reporter luminescence. inhibition, % at 5 µM;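 active = inhibition above about 55%, limit read from the data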;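 note: 0% = DMSO-treated cells and 100% = wells with medium but no cells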
EBI2 antag: blocks human EBI2 receptor beta-arrestin signaling; EBI2 beta-arrestin recruitment, luminescence, 7a,25-OHC stimulated; inhibition, % at 5 µM; P32249; 360,000 tested, 0.81% active; in the data active = inhibition above about 38%;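 note: enzyme fragment complementation signal reports receptor beta-arrestin coupling in cells; 0% = agonist plus DMSO wells and 100% = wells without agonist; some results beyond the cut were filed as inactive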
Target sequence (P32249 whole entry, looked up, the tested form may be a part): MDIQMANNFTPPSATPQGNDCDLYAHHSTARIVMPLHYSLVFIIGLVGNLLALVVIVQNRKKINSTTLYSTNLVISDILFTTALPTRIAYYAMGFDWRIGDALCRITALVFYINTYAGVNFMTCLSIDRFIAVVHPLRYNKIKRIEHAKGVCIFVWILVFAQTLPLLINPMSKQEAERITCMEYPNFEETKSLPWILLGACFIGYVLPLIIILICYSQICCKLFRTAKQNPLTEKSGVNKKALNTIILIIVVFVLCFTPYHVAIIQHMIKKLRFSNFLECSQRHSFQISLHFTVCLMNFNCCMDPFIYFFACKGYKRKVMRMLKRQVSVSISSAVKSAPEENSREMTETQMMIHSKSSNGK
APOBEC3G inh: inhibitors of human APOBEC3G DNA deaminase | Q9HC16 | recombinant A3G, ssDNA deamination FAM/TAMRA fluorescence | inhibition, % at 20 µM | 330,000 tested, 0.28% active | AID 493012;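 active = inhibition of at least 40% at 20 µM, with no more than 30% in the related APOBEC3A deaminase screen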;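 note: plate controls were DMSO wells with A3G for no effect and wells lacking A3G enzyme for full effect; some compounds called inactive have numbers as strong as hits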
Target sequence (Q9HC16 whole entry, looked up): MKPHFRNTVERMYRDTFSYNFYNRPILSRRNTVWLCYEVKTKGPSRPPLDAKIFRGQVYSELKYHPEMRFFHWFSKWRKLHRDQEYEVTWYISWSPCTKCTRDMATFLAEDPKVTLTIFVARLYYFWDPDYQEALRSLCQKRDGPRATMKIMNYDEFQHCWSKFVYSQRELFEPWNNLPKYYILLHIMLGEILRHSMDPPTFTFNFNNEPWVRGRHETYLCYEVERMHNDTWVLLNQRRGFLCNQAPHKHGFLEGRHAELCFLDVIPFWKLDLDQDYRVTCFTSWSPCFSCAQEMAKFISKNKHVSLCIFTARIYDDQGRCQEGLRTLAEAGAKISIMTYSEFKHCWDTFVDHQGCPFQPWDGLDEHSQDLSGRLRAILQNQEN
CCR6 antagonist: antagonists of human CCR6 receptor; P51684; CHO-K1 CCR6 PathHunter beta-arrestin, luminescence, CCL20-stimulated; inhibition, % at 20 µM; 340,000 tested, 0.49% active;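 active = compounds whose inhibition of the agonist-driven luminescence signal at 20 µM reaches about 50%, limit read from the data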;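 note: cells stimulated with CCL20 at 14 nM final; plate controls were DMSO with CCL20 for no effect and DMSO without agonist for full effect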
* marks the source's active call; other numbers are inactive results; . = not tested or not shown. Compounds were not picked by outcome; any-hit rate near 5.8%.

SMILES	MPTP inh	A3A deaminase	CXCR6 block	GRIN3A LBD mod	Gli-Sufu antag	EBI2 antag	APOBEC3G inh	CCR6 antagonist
Cc1ccc(C(=O)Nc2cc3ccccc3oc2=O)cc1	-0.7	-1	2	-4	29	10	-6	4
CC(/C=C/c1ccco1)=N\NC(=O)CNc1cccc(C)c1	-0.2	4	8	4	-4	-11	2	2
CCc1ccc(NS(=O)(=O)c2ccc3[nH]cc(C(=O)N4CCc5ccccc54)c(=O)c3c2)cc1	0.4	11	-4	12*	-22	-2	3	7
Nc1nnc(SCC(=O)Nc2cccc(S(=O)(=O)N3CCOCC3)c2)s1	-3.1	0	6	-2	-4	-1	-7	13
CC1CCCCC1NC(=S)Nc1cccc(S(=O)(=O)N(C)C)c1 (centres undefined)	12	-4	2	-9	4	-4	-12	3
CCCOc1ccccc1C1C(C(=O)OC)=CN(C(C)C)C=C1C(=O)OC	-1.8	-5	5	2	6	1	-3	-5
CCCn1c(SCC(=O)NC2CC2)nnc1-c1cccs1	0.3	-4	8	1	2	2	-8	0
Cc1nc2ccccn2c1C(=O)NCc1cccnc1	-0.3	8	3	-8	5	-5	-2	5
COc1ccc(-c2noc(-c3ccc(Br)o3)n2)cc1OC	-1.2	-3	4	1	-34	15	-4	1
Cc1sc2nc(NCCO)[nH]c(=O)c2c1C	-1.5	-5	-4	2	1	-1	-11	10
O=C(N/N=C(\c1ccccc1)c1cccnc1)c1cccc(F)c1	-0.5	-1	83*	-6	94*	21	-9	101*
COc1ccc(OC)c(-c2cc(C(=O)NCCN3CCOCC3)no2)c1	-0.2	4	-2	-1	-10	-18	-1	-1
NS(=O)(=O)c1ccc(NC(=O)CN2CCN(S(=O)(=O)/C=C/c3ccccc3)CC2)cc1	-0.7	17	4	0	7	3	19	8
Cc1ccc([N+](=O)[O-])cc1S(=O)(=O)n1ccnc1C	-1.4	-1	-3	0	0	-4	-8	0
CCCCCCNC(=O)Nc1ccccc1	0.8	-3	-3	2	-31	-2	-6	12
CCc1nnc(NC(=O)CSc2nnc(COc3ccccc3)n2-c2ccc(C)cc2)s1	2.6	1	-3	-1	0	5	-1	12
COc1ccc(C)cc1NC(=O)CC1COc2ccccc2O1 (centres undefined)	2.0	1	3	0	1	16	-2	9
COCCN(Cc1cc2cc(C)ccc2n2nnnc12)C(=S)Nc1ccccc1C	-2.0	-8	2	0	2	30	-13	21
C/C(=N\N1CCN(C2c3ccccc3-c3ccccc32)CC1)c1cccnc1	-0.4	-3	-12	4	10	-12	-4	11
C=CCNC(=O)c1cn(CC)c2cc(N3CCN(C(=O)c4ccco4)CC3)c(F)cc2c1=O	-1.0	-7	-3	1	13	13	-1	15

A stretch from the list above:
SMILES	MPTP inh	A3A deaminase	CXCR6 block	GRIN3A LBD mod	Gli-Sufu antag	EBI2 antag	APOBEC3G inh	CCR6 antagonist
CCCOc1ccccc1C1C(C(=O)OC)=CN(C(C)C)C=C1C(=O)OC	-1.8	-5	5	2	6	1	-3	-5
CCCn1c(SCC(=O)NC2CC2)nnc1-c1cccs1	0.3	-4	8	1	2	2	-8	0
Cc1nc2ccccn2c1C(=O)NCc1cccnc1	-0.3	8	3	-8	5	-5	-2	5
COc1ccc(-c2noc(-c3ccc(Br)o3)n2)cc1OC	-1.2	-3	4	1	-34	15	-4	1
Cc1sc2nc(NCCO)[nH]c(=O)c2c1C	-1.5	-5	-4	2	1	-1	-11	10
O=C(N/N=C(\c1ccccc1)c1cccnc1)c1cccc(F)c1	-0.5	-1	83*	-6	94*	21	-9	101*
COc1ccc(OC)c(-c2cc(C(=O)NCCN3CCOCC3)no2)c1	-0.2	4	-2	-1	-10	-18	-1	-1
NS(=O)(=O)c1ccc(NC(=O)CN2CCN(S(=O)(=O)/C=C/c3ccccc3)CC2)cc1	-0.7	17	4	0	7	3	19	8
Cc1ccc([N+](=O)[O-])cc1S(=O)(=O)n1ccnc1C	-1.4	-1	-3	0	0	-4	-8	0
CCCCCCNC(=O)Nc1ccccc1	0.8	-3	-3	2	-31	-2	-6	12
CCc1nnc(NC(=O)CSc2nnc(COc3ccccc3)n2-c2ccc(C)cc2)s1	2.6	1	-3	-1	0	5	-1	12
COc1ccc(C)cc1NC(=O)CC1COc2ccccc2O1 (centres undefined)	2.0	1	3	0	1	16	-2	9
COCCN(Cc1cc2cc(C)ccc2n2nnnc12)C(=S)Nc1ccccc1C	-2.0	-8	2	0	2	30	-13	21
C/C(=N\N1CCN(C2c3ccccc3-c3ccccc32)CC1)c1cccnc1	-0.4	-3	-12	4	10	-12	-4	11
C=CCNC(=O)c1cn(CC)c2cc(N3CCN(C(=O)c4ccco4)CC3)c(F)cc2c1=O	-1.0	-7	-3	1	13	13	-1	15

(further entries)
SMILES	MPTP inh	A3A deaminase	CXCR6 block	GRIN3A LBD mod	Gli-Sufu antag	EBI2 antag	APOBEC3G inh	CCR6 antagonist
Cc1ccc(/C=C2/NC(=O)N(Cc3ccccc3)C2=O)o1	2.3	9	8	-3	-7	-2	12	13
CCOc1ccc(CCN2C(=S)N([C@@H](CC(C)C)CN3CCCC3CN3C(=S)NC[C@@H]3CC(C)C)C[C@@H]2Cc2ccc(O)cc2)cc1 (some centres undefined)	2.2	.	1	7	-27	27	.	13
CCc1ccc(NC(=O)C2CCN(S(=O)(=O)c3ccc4c(c3)NC(=O)C(C)S4)CC2)cc1 (centres undefined)	98*	-3	-13	0	26	23	-2	8
Cc1c(NC(=O)C2CCN(S(=O)(=O)c3cccs3)CC2)c(=O)n(-c2ccccc2)n1C	-0.6	3	0	-2	8	-10	-1	0
COc1cc2c(cc1OC)CN(C(=O)C1CCCN1S(=O)(=O)c1ccc(F)cc1)CC2 (centres undefined)	-1.2	1	2	0	5	-14	0	3
Cc1ccc(N2CC(C(=O)NC3=NCCS3)CC2=O)cc1C (centres undefined)	1.1	1	-10	-4	-2	-8	5	-8
CN1C(C(=O)NCC2CC2)CC2Cn3c(nc4cc(Cl)c(Cl)cc43)C21 (centres undefined)	-3.2	4	-5	-6	3	-11	0	4
Cn1c(SCC(=O)Nc2cccc(S(=O)(=O)NC3=NCCCCC3)c2)nnc1-c1ccccc1	1.5	2	6	0	5	-4	1	2
CC(C)C(NC(=O)COc1ccccc1)C(=O)O (centres undefined)	-0.8	3	2	0	3	-12	-5	-2
O=C(CCCOc1ccccc1)NC1CCCc2ccccc21 (centres undefined)	0.3	1	5	2	4	6	1	-8
COc1ccc2[nH]cc(CCNC(=O)Cc3ccc(Br)cc3)c2c1	0.6	-3	-6	-1	19	28	-5	4
CCOC(=O)[C@@H]1[C@H]2COc3cc(OC)ccc3[C@H]2N2C(=O)N(c3ccc(Cl)cc3)C(=O)[C@]12C	2.6	-2	7	0	1	8	-6	12
C/C(=N\OCC(=O)Nc1ccccc1Br)c1cccs1	-0.2	-2	1	-1	-21	7	-4	9
O=C(NNS(=O)(=O)c1ccc([N+](=O)[O-])cc1)c1ccccc1	-2.6	.	-7	6	10	-14	.	11
CC(=O)O[C@H]1[C@@H](O)[C@H](O)[C@H](Oc2c(O)c(C)c3c4c2[C@@H](C)CC[C@@H]4[C@@H](C)C[C@H]3C=C(C)C)O[C@H]1C	2.4	1	-2	8	6	-3	-1	-14
Cc1ccc(NC(=O)C2CCCN(c3ncnc4c3nc3n4CCCCC3)C2)nc1 (centres undefined)	2.6	-1	10	-2	26	-7	-4	24
Cc1cccc(NC(=O)C23CCC(C)(C(=O)O2)C3(C)C)c1 (centres undefined)	-1.4	-1	-4	4	-3	-2	-3	8
CC(O)CN(CCC(N)=O)CCC(N)=O (centres undefined)	-0.5	-4	-5	-2	-2	-10	-4	-10
O=C(CSc1ccc2nnc(-c3ccccc3)n2n1)NCc1ccc2c(c1)OCO2	-0.9	-1	-5	-1	.	-3	-8	5
COC(=O)c1cccc(NC(N)=S)c1	-0.1	-2	1	1	-8	-11	-7	-3

Taken from the results shown for reference:
SMILES	MPTP inh	A3A deaminase	CXCR6 block	GRIN3A LBD mod	Gli-Sufu antag	EBI2 antag	APOBEC3G inh	CCR6 antagonist
O=C(NNS(=O)(=O)c1ccc([N+](=O)[O-])cc1)c1ccccc1	-2.6	.	-7	6	10	-14	.	11
CC(=O)O[C@H]1[C@@H](O)[C@H](O)[C@H](Oc2c(O)c(C)c3c4c2[C@@H](C)CC[C@@H]4[C@@H](C)C[C@H]3C=C(C)C)O[C@H]1C	2.4	1	-2	8	6	-3	-1	-14

Next results follow.
SMILES	MPTP inh	A3A deaminase	CXCR6 block	GRIN3A LBD mod	Gli-Sufu antag	EBI2 antag	APOBEC3G inh	CCR6 antagonist
CC(C)COP(=O)(OCC(C)C)C(Nc1ccccc1)c1ccccc1 (centres undefined)	6.8	-2	12	5	8	16	-6	42
Cc1ccc(C)c(S(=O)(=O)N2CCCCC2CCNC(=O)C(=O)NCc2ccccc2)c1 (centres undefined)	-0.1	4	4	-4	28	11	0	11
Cc1cccc(NS(=O)(=O)c2ccc(C(=O)NCC3(N4CCCCC4)CCCCC3)cc2)c1C	6.0	4	18	-1	39	7	0	26
O=[N+]([O-])c1ccc(C2CC(c3ccccc3)=Nc3ccccc3S2)cc1 (centres undefined)	-1.2	4	-12	-5	-1	-3	6	0
O=S(=O)(NCCc1csc(-c2ccc(C(F)(F)F)cc2)n1)c1ccc2c(c1)OCCO2	1.1	-3	-5	-4	3	-10	-3	9
CSc1ccccc1OCc1cc(C(=O)N2C[C@H]3CC[C@H]2C3)no1	-0.6	0	-6	-1	-27	-4	-2	2
COc1cccc(-c2csc(N3CCN(C(=O)Nc4ccc(Cl)cc4)CC3)n2)c1	88*	-3	-18	15*	8	42*	-9	-12
O=C(Nc1ccnn1C1CCN(C(=O)c2c(F)cccc2F)CC1)C1CC1	0.5	1	-26	2	-2	-6	-2	0
Cc1cc(N2Cc3ccccc3C2)ccc1C=O	0.1	-5	-5	0	-26	-5	-10	4
CCc1ccc(O)c(N=Cc2ccccc2O)c1	2.5	-3	-14	-5	-3	-11	-3	-9
O=C(OCC(=O)N1CCN(C(=O)COC(=O)c2ccccc2NCCO)CC1)c1ccccc1NCCO	-0.5	.	1	-1	5	-4	.	5
OC(C#CCN1CCCC1)(c1ccccc1)c1cccnc1 (centres undefined)	1.1	1	12	-1	11	-8	8	4
CCc1c(C(=O)N/N=C/c2ccco2)nnn1-c1nonc1N	0.1	-3	15	-7	29	5	-4	5
Oc1c(N=Nc2ccccn2)ccc2ccccc12	54*	4	32	1	82*	36	4	50*
C=CCn1c(SCC(C)=O)nnc1-c1cc(-c2ccccc2)sc1N	3.7	-1	-1	-4	9	16	-4	18
COc1cc(-c2noc(C3CCCN(C(=O)c4ccccc4)C3)n2)cc(OC)c1OC (centres undefined)	1.6	-6	-2	-1	.	-5	-7	12
O=C(O)CCc1ccc(-c2cccs2)n1-c1ccc(C(=O)O)cc1	-2.2	6	-1	-1	-7	-3	8	-1
COc1ccc(-c2nnn(CC(=O)N(CCCN3CCOCC3)C(C(=O)NC3CCCC3)c3ccco3)n2)cc1 (centres undefined)	-0.7	0	-3	-1	-1	-6	-4	2
CC(C)N(C(=O)Cc1ccccc1[N+](=O)[O-])C(C)C	0.8	2	-4	1	-6	4	0	0
COC(=O)NC1c2ccccc2Oc2ccccc21	0.9	-4	4	-5	-9	-8	-4	11
COc1ccc(NS(=O)(=O)c2cc(NC(=O)c3nc4nc(C)cc(C)n4n3)ccc2C)cc1	-1.0	-2	7	12*	2	-1	-8	15
COc1cc(/C=N/O)ccc1OCc1ccc(C(=O)O)cc1	0.2	-1	-2	-4	-117	13	-4	7
O=C(Nc1cccc(-c2cn3ccsc3n2)c1)c1ccccc1	1.3	0	9	21*	-1	-4	3	-11
Cc1cc(Nc2ccc([N+](=O)[O-])cc2)nc2ccccc12	76*	-1	-20	39*	-1	13	-5	12

Assay outcomes: PubChem BioAssay, Sanford-Burnham Center for Chemical Genomics
